NR2F2 inh: blocks human COUP-TFII nuclear receptor; P24468; HEK293T NGFI-A luciferase reporter, luminescence; inhibition, % at 8.6 µM; actives 0.7% (n = 370,000); AID 686940;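 active = inhibition above a per-plate cutoff, mean inhibition of test wells between control levels plus 3 SD, cut at about 38% in these data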;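 also: cells cotransfected with COUP-TFII expression vector driving the NGFI-A reporter; 0% = median of COUP-TF2 test wells and 100% = reporter-only cells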
LRH-1 inv ag: suppresses constitutive activity of human LRH-1. O00482. HEK293T StAR-luciferase reporter, LRH-1 transfected, 24 h. inhibition, % at 3.6 µM. actives 0.13% (n = 360,000). AID 602396;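 active = inhibition above the mean inhibition of all tested compounds plus 3 SD, cut at about 73% in these data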;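 also: 0% = DMSO wells and 100% = reporter-only cells lacking LRH-1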
ABHD5-PLIN5 inh: inhibitors of human ABHD5-perilipin-5 interaction; Q00G26+Q8WTS1; Split G. princeps luciferase complementation, luminescence, 4 h; inhibition, % at 4 µM; actives 0.78% (n = 360,000);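 active = inhibition above the mean inhibition across every tested compound plus 3 SD, cut at about 22% in these data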;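 also: 0% = DMSO only wells and the 100% control is not disclosed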
LMP1 NFkB inh: Epstein-Barr LMP1 NF-kappaB reporter inhibition; inhibition, % at 12.5 µM; LMP1-induced NF-kappaB luciferase reporter cells, luminescence; actives 0.69% (n = 350,000); AID 504558; in the data active = inhibition above about 41%;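 also: 0% = neutral control wells and 100% = reference inhibitor control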
MC4R antag cAMP: human MC4R antagonism in cAMP assay | MC4R-expressing cells, MTII-stimulated cAMP, LANCE TR-FRET | P32245 | actives 0.48% (n = 360,000) | AID 540295 | inhibition, % at 6.5 µM;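 active = inhibition above its plate's cutoff, the mean of tested wells on that plate plus 3 SD, cut at about 29% in these data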;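 also: 0% = Melanotan II alone and 100% = Melanotan II plus saturating MCL0020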
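System: U2OS cells stably expressing human melanocortin 4 receptor (MC4R). Reagent: Melanotan II challenge after compound preincubation. Doses: 6.5 µM. Times: 30-min compound, 1-h challenge, 1-h detection, room temperature. Measured by: TR-FRET with Eu-cAMP and labeled anti-cAMP, 671 nm. Replicates: singlicate.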
TLR9-MyD88 inh: inhibitors of human TLR9-MyD88 binding | actives 0.21% (n = 340,000) | Q9NR96+Q99836 | inhibition, % at 4.98 µM | CHO BLA complementation TLR9-MyD88, CCF4 FRET ratio;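 active = inhibition above the mean over all tested compounds plus 3 SD, cut at about 21% in these data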;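 also: 0% = DMSO only wells and 100% = clavulanate BLA inhibitor control wells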
NCOA1 inh: inhibitors of human steroid receptor coactivator 1 (SRC1). Q15788. HEK293 GAL4-SRC1 luciferase reporter, luminescence. inhibition, % at 3.6 µM. actives 0.12% (n = 360,000). AID 588354;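 active = inhibition above the campaign mean plus 3 SD, with each screening campaign given its own cutoff, cut at about 60% in these data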;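 also: 0% = DMSO treated cells and 100% = gossypol at 36 µM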
MC4R barr agon: human MC4R agonism via beta-arrestin. U2OS MC4R beta-arrestin complementation, luminescence; percent of melanotan II response, DMSO zero. activation, % at 8.9 µM. P32245. actives 0.98% (n = 360,000);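 active = activation above a per-plate cutoff, the mean activation of sample wells on that plate plus 3 SD, cut at about 8% in these data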
SRC2 inh: inhibits human steroid receptor coactivator 2 | Q15596 | HEK293 GAL4-SRC2 luciferase reporter, luminescence | inhibition, % at 9 µM | actives 0.17% (n = 370,000) | AID 651957;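 active = inhibition above the mean inhibition of all tested compounds plus 3 SD, set per campaign, cut at about 52% in these data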;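 also: 0% = DMSO treated cells and 100% = cells given Gossypol at 36 µM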
NCOA3 inh: human NCOA3 inhibition. AID 588352. actives 0.17% (n = 360,000). Q9Y6Q9. inhibition, % at 3.6 µM. HEK293 GAL4-SRC3 luciferase reporter, luminescence;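 active = inhibition above a per-campaign cutoff, the mean of all compounds plus 3 SD, cut at about 60% in these data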;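 also: 0% = DMSO-treated cells and 100% = gossypol-treated cells at 36 µM; higher means less SRC3-driven luciferase light from the GAL4 reporter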
Target sequence (Q9Y6Q9 whole entry, looked up, the tested form may be a part): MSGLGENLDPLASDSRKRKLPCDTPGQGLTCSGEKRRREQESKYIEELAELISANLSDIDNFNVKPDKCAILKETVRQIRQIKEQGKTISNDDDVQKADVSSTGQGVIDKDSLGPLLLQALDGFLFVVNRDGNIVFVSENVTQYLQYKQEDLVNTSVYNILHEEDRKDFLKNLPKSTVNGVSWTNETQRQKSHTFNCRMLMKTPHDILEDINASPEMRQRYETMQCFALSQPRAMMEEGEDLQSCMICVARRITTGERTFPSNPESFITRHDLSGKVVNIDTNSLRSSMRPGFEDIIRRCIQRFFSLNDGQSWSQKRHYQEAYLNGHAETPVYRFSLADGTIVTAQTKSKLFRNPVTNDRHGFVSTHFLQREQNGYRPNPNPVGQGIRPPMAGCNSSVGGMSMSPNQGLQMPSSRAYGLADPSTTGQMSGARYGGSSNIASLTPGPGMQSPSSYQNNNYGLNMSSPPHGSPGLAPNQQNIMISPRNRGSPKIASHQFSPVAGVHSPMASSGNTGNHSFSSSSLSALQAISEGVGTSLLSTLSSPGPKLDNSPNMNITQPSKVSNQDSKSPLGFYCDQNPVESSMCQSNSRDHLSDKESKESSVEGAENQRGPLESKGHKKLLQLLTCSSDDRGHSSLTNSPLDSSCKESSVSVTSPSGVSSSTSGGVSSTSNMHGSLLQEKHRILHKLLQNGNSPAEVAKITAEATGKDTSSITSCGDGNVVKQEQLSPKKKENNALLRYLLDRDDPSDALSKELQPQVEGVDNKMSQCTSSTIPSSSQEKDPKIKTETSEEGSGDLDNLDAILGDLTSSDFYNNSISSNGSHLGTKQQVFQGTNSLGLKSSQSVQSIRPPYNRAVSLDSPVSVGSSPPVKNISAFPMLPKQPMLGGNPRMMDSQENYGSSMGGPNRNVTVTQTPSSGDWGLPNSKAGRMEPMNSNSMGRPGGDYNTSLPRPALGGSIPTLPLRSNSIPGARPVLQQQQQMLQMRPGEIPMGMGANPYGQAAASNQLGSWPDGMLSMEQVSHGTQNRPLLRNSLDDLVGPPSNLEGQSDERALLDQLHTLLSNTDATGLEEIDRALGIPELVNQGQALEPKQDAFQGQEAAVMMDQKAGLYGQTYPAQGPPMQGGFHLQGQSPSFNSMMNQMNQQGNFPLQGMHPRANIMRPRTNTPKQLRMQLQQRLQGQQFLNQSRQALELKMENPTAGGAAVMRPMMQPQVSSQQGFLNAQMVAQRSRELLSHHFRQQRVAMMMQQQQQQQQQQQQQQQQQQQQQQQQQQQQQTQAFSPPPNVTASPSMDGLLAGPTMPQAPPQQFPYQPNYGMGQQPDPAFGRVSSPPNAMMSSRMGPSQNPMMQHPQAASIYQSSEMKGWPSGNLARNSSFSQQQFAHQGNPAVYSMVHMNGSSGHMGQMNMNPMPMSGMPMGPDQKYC
NOD2 RIPK2 PPI: inhibitors of human NOD2-RIPK2 interaction | CHO BLA complementation NOD2-RIPK2, CCF4 ratio | inhibition, % at 4.98 µM | O43353 | actives 0.38% (n = 360,000); in the data active = inhibition above about 21%;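 also: 0% = vehicle only and 100% = reference blocker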
* = called active by the depositor; x = not tested or not shown. An excerpt, so the mix of outcomes need not match the whole.

cpd	structure	NR2F2 inh	LRH-1 inv ag	ABHD5-PLIN5 inh	LMP1 NFkB inh	MC4R antag cAMP	TLR9-MyD88 inh
1	COc1cc(C2Nc3ccccc3NC3=C2C(=O)CC(C)(C)C3)cc(OC)c1OC (stereo not given)	-10	4	3	3	3	7
2	CS(=O)(=O)Cc1ccc(C(=O)NC2CCCc3ccccc32)cc1 (stereo not given)	-22	-3	2	-3	2	2
3	N#Cc1cc2c(nc1SCc1ccccc1)CCC2	-6	7	-8	22	2	1
4	O=C(c1c(F)cccc1F)N(Cc1ccccc1)Cc1ccccc1	-5	4	-6	3	22	-6
5	CN(C(=O)C1CCC(CNS(=O)(=O)c2cccc3cccnc23)CC1)C1CCCCC1 (stereo not given)	16	20	2	0	6	-2
6	NNC(=O)c1csc(-c2ncc(C(F)(F)F)cc2Cl)n1	-15	11	3	x	10	x
7	CCc1ccccc1N(CC)C(=O)c1cn(C)c(=O)c2cc(OC)c(OC)cc12	11	2	6	2	9	9
8	O=C1COc2ccc3ccccc3c2CN1	-24	15	6	-5	-6	2

cpd	NCOA1 inh	MC4R barr agon	SRC2 inh	NCOA3 inh	NOD2 RIPK2 PPI
1	5	-0.7	-4	-4	1
2	-8	1.0	16	11	-2
3	-2	1.2	-24	3	-5
4	-3	6.8	4	6	-12
5	-1	-0.6	-14	-19	0
6	3	5.5	-44	-3	-6
7	2	-1.0	-12	5	-1
8	4	-0.7	-22	-10	2

The list continues.
cpd	structure	NR2F2 inh	LRH-1 inv ag	ABHD5-PLIN5 inh	LMP1 NFkB inh	MC4R antag cAMP	TLR9-MyD88 inh
9	CN(C)Cc1nc2ccccc2c(=O)n1Cc1nc(-c2cc3ccccc3o2)cs1	14	-5	16	-3	0	2
10	CCCCC(=O)N(C)c1c(CC)nc2c(OCc3cccc(Cl)c3)cccn12	37	-18	5	x	1	x
11	COCCN(C(=O)COC(=O)C(C)(C)Oc1ccc(Cl)cc1)c1c(N)n(Cc2ccccc2)c(=O)[nH]c1=O	9	16	-2	3	5	-1
12	O=C(CCN1CCN(c2ccccc2)CC1)NNC(=O)c1cccc2ccccc12	7	15	1	-6	14	-8
13	Cc1c(Cl)c([N+](=O)[O-])nn1CC(=O)NCCCN1CCOCC1	-1	-20	8	-3	2	1
14	O=[N+]([O-])c1ccc(N2CCN(Cc3ccccc3)CC2)c(S(=O)(=O)N2CCOCC2)c1	1	-1	-4	1	-2	-2
15	CCCNC(=O)COc1ccc2c(=O)c(Oc3ccccc3F)coc2c1	-8	6	-8	5	-1	0
16	CSCCC(NC(=O)c1cccc(C)c1)C(=O)OCC(=O)Nc1c(C)nn(-c2ccccc2)c1C (stereo not given)	-8	9	2	1	20	0

cpd	NCOA1 inh	MC4R barr agon	SRC2 inh	NCOA3 inh	NOD2 RIPK2 PPI
9	13	8.0	8	-1	3
10	-3	-1.0	-4	-9	4
11	8	1.2	14	6	-2
12	4	-1.5	-14	3	-2
13	10	-1.8	31	9	-1
14	-13	-0.3	-29	7	-1
15	-3	-1.4	11	2	2
16	-6	0.1	-4	-1	-6

Next structures follow.
cpd	structure	NR2F2 inh	LRH-1 inv ag	ABHD5-PLIN5 inh	LMP1 NFkB inh	MC4R antag cAMP	TLR9-MyD88 inh
17	Cc1cc(CN(C)C(=O)CC2C(=O)NCCN2Cc2c(F)cccc2Cl)n[nH]1 (stereo not given)	22	-2	-2	-7	9	-3
18	CCOc1ccc(CCNC(=O)CSc2cc(=O)n(C)c3cc(Cl)ccc23)cc1OCC	16	-2	-4	-10	7	-6
19	CC(=O)N1CCN(c2ccc(NCc3ccc(C)cc3)cc2)CC1	9	46	-3	8	-8	-6
20	CCOC(=O)C(C)(C)Oc1ccc(Cl)cc1	-3	2	-2	-3	-1	6
21	CCN(CC(=O)Nc1c(F)cccc1F)C(=O)c1cc([N+](=O)[O-])ccc1N1CCCCC1	-10	9	-14	4	7	8
22	O=C(CN1CCN(Cc2ccccc2F)C1=O)NCc1ccco1	-4	6	-2	5	0	3
23	Cc1ccccc1CN1CCNC(=O)C1CC(=O)O (stereo not given)	-14	-4	-1	-2	3	11
24	COc1ccccc1CNC(=O)COC(=O)c1ccc(C)c(S(=O)(=O)N2CCCCC2)c1	11	16	-3	8	16	0

cpd	NCOA1 inh	MC4R barr agon	SRC2 inh	NCOA3 inh	NOD2 RIPK2 PPI
17	-80	0.1	-15	-21	4
18	7	3.3	-10	23	17
19	-2	-2.0	-1	-9	-2
20	8	1.7	-12	11	-20
21	12	-0.3	-20	18	-1
22	-20	-1.8	21	-7	-5
23	0	-0.4	6	5	-12
24	-3	-0.5	12	-4	5

(more compounds)
cpd	structure	NR2F2 inh	LRH-1 inv ag	ABHD5-PLIN5 inh	LMP1 NFkB inh	MC4R antag cAMP	TLR9-MyD88 inh
25	Cc1nnsc1S(=O)c1ccc(Cl)cc1 (stereo not given)	-1	30	5	-15	18	3
26	Cc1ccc(NC(=O)CN(C)C(=O)c2ccc(Cl)c(S(=O)(=O)NCc3ccco3)c2)cc1	7	20	1	0	-11	2
27	Cc1ccc(CNC(=O)CN(C)S(=O)(=O)c2cccs2)cc1	-4	-16	4	-3	2	-3
28	Cc1nc2ccc(S(=O)(=O)NC(C(=O)Nc3nc4ccc(Cl)cc4s3)C(C)C)cc2s1 (stereo not given)	2	-16	0	4	12	2
29	O=C(O)CC(NC(=O)C12CC3CC(CC(C3)C1)C2)c1cccc(Cl)c1 (stereo not given)	2	-9	-5	-7	6	-8
30	Cc1ccc(OCCOCCNC(C)(C)C)c([N+](=O)[O-])c1	1	0	-6	-6	5	-6
31	CC(CCl)OC(C)CCl (stereo not given)	9	-23	-1	3	12	-1
32	CCOC(=O)CC1=C(C(=O)OCC)C(c2ccc(OC)c(OC)c2)C(C#N)=C(N)O1 (stereo not given)	-2	-10	3	1	9	7

cpd	NCOA1 inh	MC4R barr agon	SRC2 inh	NCOA3 inh	NOD2 RIPK2 PPI
25	4	0.6	1	23	-6
26	5	0.5	8	18	0
27	-19	-0.3	-22	-9	-8
28	-1	0.9	-18	-5	-3
29	10	-1.3	-1	-7	-11
30	7	-2.0	-1	5	-8
31	-21	-0.5	-20	10	1
32	-9	-2.1	3	0	-7

The final two compounds of the section above open the next one:
cpd	structure	NR2F2 inh	LRH-1 inv ag	ABHD5-PLIN5 inh	LMP1 NFkB inh	MC4R antag cAMP	TLR9-MyD88 inh
31	CC(CCl)OC(C)CCl (stereo not given)	9	-23	-1	3	12	-1
32	CCOC(=O)CC1=C(C(=O)OCC)C(c2ccc(OC)c(OC)c2)C(C#N)=C(N)O1 (stereo not given)	-2	-10	3	1	9	7
33	O=C(OCC(=O)N1CCCC1=O)C1CCN(S(=O)(=O)c2ccc(Cl)c(C(F)(F)F)c2)CC1	10	-26	13	6	11	-2
34	CCc1ccc(-c2cc(C)no2)cc1S(=O)(=O)NCc1ccco1	-9	-1	-8	7	6	-5
35	COc1ccccc1N1CCN(C(=O)C2CCC(Cn3c(=S)[nH]c4ccccc4c3=O)CC2)CC1 (stereo not given)	-1	-2	4	16	4	1
36	O=C(CC1Sc2ccccc2NC1=O)Nc1cccnc1 (stereo not given)	3	0	1	-2	10	1
37	COc1cccc(NC(=O)C(=O)c2cn(CC(=O)N3CCOCC3)c3ccccc23)c1	-33	-39	7	5	22	-3
38	O=C(CN1CCCCCC1)Nc1ccccc1C(=O)Nc1ccccc1	-14	5	-2	-6	5	-6
39	CCOc1ccc(CN2CCN(C(=O)c3cccc(F)c3)CC2)cc1	-20	16	6	7	3	-4
40	CCN1CCN(C(CNS(=O)(=O)c2cccs2)c2cccnc2)CC1 (stereo not given)	11	3	1	-3	0	4

cpd	NCOA1 inh	MC4R barr agon	SRC2 inh	NCOA3 inh	NOD2 RIPK2 PPI
31	-21	-0.5	-20	10	1
32	-9	-2.1	3	0	-7
33	-4	1.9	-19	-6	-10
34	12	-3.0	13	15	-7
35	6	4.5	-15	18	-6
36	-7	-1.8	-29	4	-11
37	-22	1.2	-35	-10	-6
38	-3	-2.7	-19	-5	-4
39	-14	-0.2	-11	22	-6
40	-14	0.7	12	7	4

Remaining list, next part:
cpd	structure	NR2F2 inh	LRH-1 inv ag	ABHD5-PLIN5 inh	LMP1 NFkB inh	MC4R antag cAMP	TLR9-MyD88 inh
41	CCOC(=O)N1CCc2c(sc3nc4n(c(=O)c23)N=C(C)CS4)C1	5	-5	1	0	-3	-4
42	CC(C)CC(C(=O)NCC1CCCO1)N(C(=O)Cn1nnc(-c2ccc(F)cc2)n1)c1ccccc1F (stereo not given)	8	-6	-5	7	2	-6
43	CSc1ccc(C2=CC(=O)C[C@H](c3ccc(Cl)cc3)C2)cc1	-5	11	4	-7	3	10
44	CC1(C(=O)NS(=O)(=O)c2ccc(Cl)cc2)CCN1C(=O)COc1ccc(Cl)cc1 (stereo not given)	11	15	7	x	-5	x
45	CNC(=O)C1(C)Cc2c(-c3ccc(NC(C)=O)cc3)ccnc2O1 (stereo not given)	-9	-2	-9	x	11	x

cpd	NCOA1 inh	MC4R barr agon	SRC2 inh	NCOA3 inh	NOD2 RIPK2 PPI
41	-14	1.6	-10	-12	-6
42	10	-1.7	-5	17	-3
43	2	-1.2	-14	4	0
44	4	1.4	-39	-11	-2
45	1	1.7	-5	-4	4

Individual results from the entries so far:
Under NCOA3 inh, `CC1(C(=O)NS(=O)(=O)c2ccc(Cl)cc2)CCN1C(=O)COc1ccc(Cl)cc1` (stereo not given) is listed with -11
Under SRC2 inh, `CCOC(=O)N1CCc2c(sc3nc4n(c(=O)c23)N=C(C)CS4)C1` is listed with -10

Bioassay records as filed in PubChem.
